Screens as filed in PubChem BioAssay.
TEAD-YAP block: TEAD-YAP interaction inhibition | HEK-TIYL cells, TEAD-Gal4/YAP UAS-luciferase luminescence | inhibition, % at 9.12 µM | 640,000 tested, 1.4% active | AID 1259422; in the data active means inhibition above about 32%;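 further: 0% = median of test compound wells and 100% = reference inhibitor wells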
GPR151 activ: activators of human GPR151. Q8TDV0. PathHunter beta-arrestin GPR151 cells, luminescence. activation, % at 11.2 µM. 650,000 tested, 1% active. AID 1508602; in the data active means activation above about 4.9%;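 further: 0% = median of compound wells and 100% = cells with positive control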
Target sequence (Q8TDV0 whole entry, looked up): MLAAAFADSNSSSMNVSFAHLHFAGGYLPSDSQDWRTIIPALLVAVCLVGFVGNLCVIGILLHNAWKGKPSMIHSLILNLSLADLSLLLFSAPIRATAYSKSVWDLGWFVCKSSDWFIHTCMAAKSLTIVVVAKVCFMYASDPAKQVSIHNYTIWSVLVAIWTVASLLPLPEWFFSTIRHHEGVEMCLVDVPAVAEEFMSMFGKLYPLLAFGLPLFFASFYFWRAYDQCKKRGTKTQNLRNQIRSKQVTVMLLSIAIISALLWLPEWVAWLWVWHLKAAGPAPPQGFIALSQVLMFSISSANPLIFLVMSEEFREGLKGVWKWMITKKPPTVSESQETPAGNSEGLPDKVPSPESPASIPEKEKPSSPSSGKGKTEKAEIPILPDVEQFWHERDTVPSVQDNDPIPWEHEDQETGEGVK
MITF inh: inhibitors of human MITF; AID 1259374; O75030; 650,000 tested, 0.91% active; AlphaScreen MITF homodimerization, bead proximity signal; inhibition, % at 2.6 µM; in the data active means inhibition above about 50%;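 further: 0% = vehicle wells with protein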
Target sequence (O75030 whole entry, looked up): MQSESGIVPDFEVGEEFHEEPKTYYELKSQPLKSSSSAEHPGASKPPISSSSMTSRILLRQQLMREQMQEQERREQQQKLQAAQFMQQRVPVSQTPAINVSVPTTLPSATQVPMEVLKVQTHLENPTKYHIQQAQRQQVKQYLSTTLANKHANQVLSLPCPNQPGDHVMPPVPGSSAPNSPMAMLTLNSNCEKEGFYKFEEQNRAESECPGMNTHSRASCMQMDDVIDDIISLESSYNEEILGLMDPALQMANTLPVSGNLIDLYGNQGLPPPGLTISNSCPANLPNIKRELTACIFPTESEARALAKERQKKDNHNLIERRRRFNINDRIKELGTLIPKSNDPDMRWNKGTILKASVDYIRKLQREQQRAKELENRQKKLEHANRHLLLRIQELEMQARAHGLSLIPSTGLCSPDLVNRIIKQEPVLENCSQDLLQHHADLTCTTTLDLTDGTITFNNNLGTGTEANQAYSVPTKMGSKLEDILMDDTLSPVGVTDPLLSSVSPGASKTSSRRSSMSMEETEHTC
FBW7 act: activators of human E3 ligase FBW7. AlphaScreen FBW7–phospho-cyclin E peptide binding, activator screen. normalized activity (activation), % at 26.1 µM. 650,000 tested, 0.13% active; in the data active means normalized activity above about 1.9%;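 further: purified mutant Fbw7 with reduced substrate affinity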
Numbers without * were called inactive; & = joins results of further samples.

SMILES	TEAD-YAP block	GPR151 activ	MITF inh	FBW7 act
Cc1ccc(F)cc1NC(=O)c1cn(-c2ccc(F)cc2F)c(=O)c2ccccc12	-4	-1.3	0	0.5
O=C(CSc1n[nH]c(=O)n1C1CC1)Nc1ccc2c(c1)OCCO2	-8	-0.6	0	0.4
CC(=O)N(CCN(C)C)Cc1cc2cc3c(cc2nc1Cl)OCO3	-5	-0.3	0	0.6
CC(C)CNc1cc(Cl)c(S(=O)(=O)NCC(C)C)cc1C(=O)O	8	0.6	-2	-0.1
Cc1cc(Cl)c(S(=O)(=O)NCc2ccncc2)cc1OCC(N)=O	0	0.1	4	-0.1
C=CCn1c(CNC(=O)c2ccccc2F)nnc1SCC(=O)Nc1cccc(F)c1	-1	0.6	-11	-0.1
Cn1c(=O)c2cc(C(=O)NCc3ccc(F)cc3)sc2c2ccccc21	17	0.9	0	0.0
Cc1oc(C(=O)O)cc1Cn1cncn1	9	-0.1	11	1.6
Cc1ccccc1COc1cn(CC(=O)N2CCCC2)c(CO)cc1=O	-3	-0.7	-10	-0.1
Cc1cc(C)n(Cc2nc3ccccc3n2C)n1	0	0.9	12	0.1
Cc1ccc(OCC(=O)Nc2nnc(C)s2)c(C(C)(C)C)c1	-6	0.8	2	-0.1
CC(C)(C)c1cc(C(=O)Nc2cccc3ccccc23)cc(C(C)(C)C)c1	12	2.8	4	0.1
CC1CCCC(NC(=O)CCNC(=O)Cn2cnc3sc4c(c3c2=O)CCCC4)C1C (centres undefined)	7	1.0	10	-0.1
CC1=C(C(=O)Nc2ccc(Br)cn2)C(c2cccs2)C2=C(CCCC2=O)N1 (centres undefined)	3	-0.7	-6	-0.1
Cn1cnnc1SCc1ccc(C(=O)NN=C2CCC(C(C)(C)C)CC2)cc1 (centres undefined)	-1	-0.2	11	0.5
O=C1C2CC=C(Cl)CC2C(=O)N1C1N=CN=N1 (centres undefined)	3	0.3	29	-0.6
Brc1ccc(-c2ccc(Cc3ccc(-c4ccc(Br)cc4)o3)o2)cc1	3	1.4	10	0.0
C=CCNCCC1CCC(=O)N1Cc1cccc(Cl)c1 (centres undefined)	4	0.6	4	-0.3
CSc1ccc(-c2nnn(CC(=O)NCc3ccccc3)n2)cc1	17	0.6	7	0.0
O=C(N/N=C/c1cc(Cl)cc(Cl)c1O)C1C2CCCCC21 (centres undefined)	-3	-0.5	-2	-0.1
Cc1ccnc(NC(=O)c2cccc(F)c2)c1	-3	-6.9	-2	0.1
CN1/C(=C2/SC(=Nc3ccc4ncccc4c3)N(Cc3ccccc3)C2=O)Sc2ccc(Cl)cc21	1	0.7	4	-0.1
O=C(CNc1ccc(I)cc1)N/N=C/c1ccc(O)cc1O	56*	-0.9	10	-0.2
Cc1ccc(SCC(=O)Nc2ccc(S(=O)(=O)Nc3ncccn3)cc2)cc1	5	-1.5	14	0.4
Cc1ncoc1C(=O)Nc1ccc(F)cc1	-11	-4.9	12	0.1

The listing continues.
SMILES	TEAD-YAP block	GPR151 activ	MITF inh	FBW7 act
Cc1nc(CN2CCN(C(=O)CC3(c4cccc(F)c4)CC(=O)N(C)C3=O)CC2)cs1 (centres undefined)	-7	1.2	-13	-0.2
C=CC[C@@H]1CC=C[C@@H](C)N1C(=O)CC1(c2ccccc2Cl)CC(=O)N(CCOC)C1=O (some centres undefined)	-10	1.3	-4	0.2
Clc1ccc(-c2c[n+]3c(n2-c2ccccc2)CCC3)cc1	12	0.0	2	-0.1
NC(=S)/N=C(\Nc1ccccc1)c1ccccc1	-3&-5	0.3&-0.4	5&2	-0.1&-0.2
CCN1CCN(S(=O)(=O)c2ccc(Cl)c(C(=O)O)c2)CC1	13	-0.8	13	-0.2
S=c1oc(-c2ccccc2Cl)nn1CN1CCCC1	1	2.1	9	0.0
O=C(Nc1ccc(NC(=O)C23CC4CC(CC(C4)C2)C3)cc1)c1ccc(Cl)cc1Cl	-6	0.1	-18	-0.1
CC(=O)Nc1ccc(NC(=O)COC(=O)CNC(=O)c2ccc(C)s2)cc1	1	0.2	5	-0.1
N/C(=N\OCC(=O)N1CCC(Cc2ccccc2)CC1)c1ccccc1	10	1.2	5	0.1
CC(CC(=O)NCc1ccc(F)cc1)S(=O)(=O)c1ccc2c(c1)OCC(=O)N2 (centres undefined)	1	-1.3	4	-0.1
O=c1nc2n(c3sc4c(c13)CCCC4)Cc1ccccc1C21CCOCC1	-16	-0.3	14	0.2
Cc1c(C(=O)N2CCCCC2)sc2ncn(CC(=O)N3CCCCC3C)c(=O)c12 (centres undefined)	7	-0.3	10	0.1
CCOC(=O)Cn1nnc(-c2ccccc2)n1	6	0.5	1	0.1
O=C1OC(c2ccco2)=N/C1=C\c1ccc(Br)cc1	1	0.2	12	0.0
Cc1ccc2nc(Sc3ccccc3)c(C#N)c(=O)n2c1	-8	-0.3	24	0.0
CCOC(=O)c1oc2ccc(Cl)cc2c1NC(=O)CN1CCCCC1	-5	-0.4	-9	-0.2
CCc1ccc(/C=N/NC(=O)CCn2nnc3ccccc32)cc1	-1	2.9	-8	0.0
CC(=O)NS(=O)(=O)c1ccc(NC(=O)Nc2cccc(Cl)c2)cc1	2	0.3	15	-0.2
CN(C)c1cccc(NC(=O)c2ccc(Oc3ccccc3)cc2)c1	-32	1.6	2	-0.2
Cc1ccc(COC(=O)CNC(=O)c2ccccc2)cc1	7	-1.0	-4	0.2
COc1ccc(NC(=O)C/C(C)=N/NC(=O)C(=O)NC(C)C)c(OC)c1	-6	-2.4	-4	0.0
CC1=NN(C(=O)c2c(C)nc3ccccn23)C(O)(C(F)(F)F)C1 (centres undefined)	-12	-0.8	15	0.5
CN(C)c1ccc(C(=NO)c2ccc(N(C)C)cc2)cc1	21	-0.1	8	-0.2
COCCCNC(=O)CC(NS(=O)(=O)c1ccc(C)cc1)c1cccc(OC)c1OC (centres undefined)	4	0.8	8	-0.1
Cc1cc(NCc2nc3ccccc3[nH]2)nc(-c2cccc(N)c2)n1	-17	2.6	-4	-0.3

(listing goes on)
SMILES	TEAD-YAP block	GPR151 activ	MITF inh	FBW7 act
CCOC(=O)c1sc2c(OC)c(Br)ccc2c1NC(C)=O	-2	-1.1	6	-0.2
OCCNc1nc(Cl)ncc1F	-5	0.1	6	0.7
Cn1c(COc2ccc(Br)cc2)nnc1SCCC(=O)O	0	0.8	2	0.0
CCC(=O)c1ccc(N2CCN(C(=O)c3ccccc3)CC2)c(F)c1	4	0.9	16	0.2
Cc1cc(C(=O)N(Cc2ccco2)c2nc3c(C(C)C)cccc3s2)no1	-4	-1.5	6	-0.1
COC(=O)C1=C(C)N=c2s/c(=C\c3cn(-c4ccccc4)nc3-c3ccc(Cl)cc3)c(=O)n2C1c1ccc(OC)cc1 (centres undefined)	-10	1.0	-4	0.0
O=C(C1CCCO1)N(Cc1ccccc1)c1ccccc1 (centres undefined)	9	-1.5	19	0.1
CCOc1cc(C(=O)NCC(=O)NNc2ncnc(N)c2[N+](=O)[O-])cc(OCC)c1OCC	-8	-1.1	8	-0.1
O=C(c1oc2ccccc2c1N1CCCCC1)N1CCCCC1	10	5.0*	0	0.0
O=C(CSc1ccc(Cl)cc1)Nc1ccc(CN2CCOCC2)cc1	-12	0.3	5	0.0
O=C(Cn1c(=O)cnc2ccccc21)NCCCN1CCCC1=O	-4	1.3	-1	0.1
C/C(=N\NC(=O)c1nnn(-c2nonc2N)c1CN1CCCCC1)c1cccnc1	-14	1.1	0	1.1
CCOC(=O)c1c(C)oc(C)c1CNC(N)=O	-6	-1.0	-6	0.1
O=[N+]([O-])c1ccc(Cl)cc1NCCOc1nonc1-c1ccccc1	7	-0.3	33	0.3
O=C(Nc1ccc(Br)cc1)C(=O)Nc1ccc2c(c1)OCCO2	-13	-0.5	13	0.1
CCOc1ccc(-c2csc(/C(C#N)=C/c3ccco3)n2)cc1	-1	1.3	-12	0.2
O=C(c1ccc(F)cc1)N1CCc2ccccc2C1	-34	-1.0	-5	0.3
O=C(c1ccccc1)N1CCN(Cc2ccccc2)CC1	4	4.2	13	0.0
COc1ccc(/C=N/NCCO)cc1OC	-3	0.7	49	0.0
COCCN1CCN(C(=O)c2ncoc2-c2ccc(OC)c(OC)c2)CC1	2	-1.4	-2	-0.2
CCc1ccc(-n2nc3ccc(NC(=S)NC(=O)c4cc5ccccc5o4)cc3n2)cc1	-5	3.5	1	-0.1
CC(=O)NS(=O)(=O)c1ccc(NC(=O)CCCOc2ccc(Cl)cc2Cl)cc1	-11	-0.4	7	-0.1
Cc1c(NC(=O)c2cc(Br)ccc2Cl)cccc1-c1nc2ncccc2o1	11	1.7	1	0.5
Cn1c(SCc2ccc([N+](=O)[O-])cc2)nnc1-c1cccnc1	0	-1.6	-3	0.0
Oc1ccc(-c2ncccn2)cc1CN1CCC(O)(c2ccc(Cl)cc2)CC1	8	0.0	14	0.1

Other entries:
SMILES	TEAD-YAP block	GPR151 activ	MITF inh	FBW7 act
CC(C)CCN(CC(=O)NC1CCCC1)C(=O)c1csnn1	-2	0.5	-3	-0.3
O=C(O)c1ccc(C(=O)O)c(NS(=O)(=O)c2cc(Cl)ccc2Cl)c1	-5	0.2	-6	0.0
Brc1ccc(Nc2nc(NCc3ccco3)c3ccccc3n2)cc1	6	-1.4	-23	-0.1
Cc1cc(C=C(C#N)C#N)c(C)n1-c1ccc(S(N)(=O)=O)cc1	5	-0.6	13	-0.3
Cc1cccc(NC(=O)CN(C)S(=O)(=O)c2ccc3c(c2)CCC(=O)N3)c1	7	0.0	16	0.5
COc1ccc(NC(=O)c2cc(S(=O)(=O)N3CC4CC(C3)c3cccc(=O)n3C4)ccc2F)cc1 (centres undefined)	9	1.7	2	-0.5
Cc1ccc(-n2nc(C)c3c2OC(N)=C(C#N)C3c2ccoc2)cc1 (centres undefined)	-6	0.0	9	-0.2
COc1ccccc1C(=O)Nc1nnc(-c2ccc(Cl)c(Cl)c2)s1	2	-0.3	10	0.6
CCCn1c(=S)[nH]c2cc(C(=O)NC34CC5CC(CC(C5)C3)C4)ccc2c1=O	2	-0.3	2	0.1
COc1ccc2c(c1)COC1(CCN(C(=O)Nc3ccc(F)cc3)CC1)O2	-3	0.7	5	-0.2
CCn1cc(C(=O)N2CCC3(CC2)c2ccccc2[C@@H](NC(=O)C(C)C)[C@@H]3OC)cn1	-4	-1.5	-13	0.1
O=C1Cc2cc(S(=O)(=O)Nc3ccc(C(F)(F)F)cc3)cc3c2N1CCC3	8	-0.8	-12	0.0
CCOc1ccccc1-c1nc(COC(=O)c2nnn(-c3cccc(SC)c3)c2C)c(C)o1	-2	1.7	2	0.1
O=C(CSc1ccc(-c2cccc([N+](=O)[O-])c2)nn1)NCc1ccco1	2	0.4	-14	0.0
OCCC1CN(Cc2ccc(O)cc2)CCN1C1CCCC1 (centres undefined)	-3	-2.4	-10	0.0
Cc1nc(C)n(-c2ccc(Nc3nccc(-c4cc(C#N)cc(N5CCOCC5)c4)n3)cc2F)n1	-7	-1.1	9	0.1
CCOC(=O)CSc1nc2ccsc2c(=O)n1-c1ccc(Cl)c(C)c1	-4	0.7	13	0.9
COC(=O)C(c1ccccc1)C(C(=O)OC)c1ccccc1 (centres undefined)	4	0.7	-1	0.0
COc1ccc2c(c1)-c1c(ssc1=S)C(C)(C)N2C(=O)c1cc(OC)c(OC)c(OC)c1	-1	-0.3	14	-0.2
Cc1ccc(C)c(Nc2nc3ccccc3n3c(C)nnc23)c1	10	0.0	6	0.3
Cc1ccccc1-c1nc(CSCC(=O)N2CCc3ccccc3C2)c(C)o1	-1	0.2	13	-0.3
Cc1nnc(SCc2ccc([N+](=O)[O-])cc2)o1	-7	-0.2	9	0.1
Cc1noc(C(=O)N2CCCc3ccccc32)c1Cl	5	-0.8	1	0.0
O=C(N1CCN(Cc2ccccc2)CC1)C12CC3CC(CC(C3)C1)C2	11	-1.9	1	-0.1
CCN(CC)c1nc(C)c(C)c2c1C(=O)NC2=O	-2	1.4	4	-0.1
Oc1ccc(-c2ccc(NCC(F)(F)F)nc2)cc1	-75	-0.4	11	0.2
CC(=O)Nc1ccccc1NC(=O)COc1ccc(Cl)cc1Br	5	-1.1	-11	0.1
CCOc1ccc(C(CC(=O)O)NS(=O)(=O)c2ccc(NC(C)=O)cc2)cc1 (centres undefined)	1	2.4	2	0.0
COCCNC(=O)C(=O)Nc1ccc(C(C)C)cc1	-35	1.0	9	0.3
CCCCCCCCn1c(C)c(Br)c(=O)[nH]c1=O	6	1.2	13	0.0
